# TCR act – Activators of T cell receptors: qHTS campaign | Potency, µM (top dose mostly 9.22 µM), for the others: at the highest dose activation of IL-2 secretion, most hits filed as activators | AID 504894, 2011 | 330,000 tested, under 10 active | primary human leukocytes, anti-CD3, IL-2 HTRF, 48 h; further: % of control where 0% means no effect
#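 48 hr co-incubation of compounds, a-CD3 beads and primary human leukocytes; IL-2 quantified homogeneously by HTRF with anti-IL-2 K and d2 conjugates.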
# Giardia killer – Small Molecules that selectively kill Giardia lamblia: qHTS | Giardia lamblia trophozoite viability | hit rate 0.15% among 340,000 | AID 540267, 2011 | activity change, % at 7.66 µM, hits read low; in the data active means activity change below about -80%; inconclusive means between about -30% and that limit;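 further: parasites exposed to compound for two days anaerobically before the ATP read; on the % scale 0 is the no-effect control and ±100 the full control effect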
#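 ATP-content bioluminescence gauges trophozoite survival. Cells (100/well) receive compound and incubate anaerobically for 48 hrs at 37 deg C; detection reagent follows for 15-30 min at room temperature.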
# GALK inhibitor – qHTS Assay for Inhibitors of Human Galactokinase (GALK); P51570; Purified GALK, Kinase-Glo residual ATP luminescence; Potency, µM (titrated, usually from 57.5 µM), for the others: top-dose activity change, negative = inhibition, most hits filed as inhibitors; hit rate 0.007% among 270,000; AID 1868, 2009; further: potency means the concentration at half of the fitted maximal effect; on the % scale 0 is the no-effect control and ±100 the full control effect
#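 Compounds were pin-transferred into ATP buffer (35 uM final), then GALK plus galactose (5 nM, 100 uM final) was added. After 1 h at room temperature, Kinase-Glo Plus was added and luminescence read after 10 min.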
# Chronic BCR inh – qHTS Assay to Find Inhibitors of Chronic Active B-Cell Receptor Signaling; hit rate 0.05% among 340,000; AID 493014, 2011; ABC-DLBCL IkBa-CBG/CBR reporter, luminescence ratio, 4 h; Potency, µM (series often up to 46.1 µM), inactives show top-dose ratio change, negative = lower green/red ratio, actives largely listed as inhibitors; active means well fitted inhibition curve with a large enough effect in the signal ratio, with a control signal flat, not every such curve was filed as active; inconclusive means small, poorly fitted or top-dose-only effect, or effect the other way, or a change in a side signal; the % refers to the signal ratio;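 further: potency means the concentration at half of the fitted maximal effect; plate controls were basal doxycycline-induced cells for no effect and cells given 10 µM MG132 for full effect; MG132 reads +100%, hits lower the ratio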
#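 Doxycycline induced both beetle luciferases in TMD8 lymphoma cells; IKK-driven degradation limits the IkappaBalpha-fused green signal, while red luminescence normalises for cell number and nonspecific effects. Compounds tested up to 46 uM, 4 hrs.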
# hERG WT inh – qHTS for Inhibitors of KCHN2 3.1: Wildtype qHTS; Voltage-gated inwardly rectifying potassium channel KCNH2 (Homo sapiens), Q12809; U2OS, BacMam KCNH2, thallium flux FluxOr; stronger effect = lower value; activity change, % at 1.84 µM; hit rate 0.37% among 340,000;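 active means maximum activity change below -70%; inconclusive means maximum activity change between -70% and -50%; inactive means maximum activity change above -50%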; further: on the % scale 0 is the no-effect control and ±100 the full control effect
#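 U2OS cells were transduced with wild-type KCNH2 virus (2.03 x 10^8 / mL) for 4 h at room temperature, then cultured overnight at 37 C. Thallium flux was read with FluxOr dye. Rate constants were normalized to DMSO controls.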
# Tb PFK inh – qHTS Assay to Find Inhibitors of T. brucei phosphofructokinase | T. brucei PFK, ADP-Glo luminescence | ATP-dependent 6-phosphofructokinase (Trypanosoma brucei brucei), O15648 | hit rate 0.17% among 330,000 | Potency, µM (titrated, usually from 57.5 µM), without a hit: at the highest dose activity, negative = inhibition, most hits filed as inhibitors;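 further: potency means the concentration at half of the fitted maximal effect; 0% = uninhibited 1x PFK enzyme wells and -100% = no-enzyme wells; nearly all actives have a fitted effect of over 60% in size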
#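 1.25 nM PFK with 0.5 mM F6P and 0.1 mM ATP in 0.1 M TEA pH 8.0, 5 mM MgCl2, incubated 45 min at room temperature; ADP measured by ADP-Glo luminescence; compounds titrated up to 57 uM.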
# A-T KAP1 phos – qHTS Assay for Identifying a Potential Treatment of Ataxia-Telangiectasia | […] A-T fibroblasts, KAP-1 phosphorylation AlphaLISA; neocarzinostatin DNA damage 30 min before lysis | Potency, µM (doses to about 57.5 µM), for inactives: at the highest dose activation, actives largely listed as activators | hit rate 0.19% among 320,000 | AID 485349, 2010; further: potency means the concentration at half of the fitted maximal effect; % of control where 0% means no effect; nearly all actives have a fitted effect of over 45% in size
#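 hTERT-immortalized A-T patient fibroblasts ([…]), 500 cells/well in OPTI-MEM, 1% FBS, got compounds for 60 min, then NCS for 30 min at 37C. Lysates were then assayed for phospho-KAP-1 by AlphaLISA (anti-pKAP1 donor, anti-KAP1 acceptor beads), 6 hr at 25C.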
# FBPA coupling cs – qHTS Assay for Inhibitors of Fructose-1,6-bisphosphate Aldolase from Giardia Lamblia: Coupling assay counterscreen; AID 2472, 2010; coupling enzyme system counterscreen, AmpLite Red fluorescence; hit rate 0.67% among 290,000; activity change, negative = inhibition, % at 58.2 µM, hits read low; in the data active means activity change below about -30%; further: on the % scale 0 is the no-effect control and ±100 the full control effect
#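 Counterscreen of the coupled detection system alone, without aldolase: glyceraldehyde-3-phosphate coupling enzymes plus AmpLite Red readout. Compounds at 57.5 uM final, 10 min RT preincubation, 20 min RT reaction, fluorescence 525/598 nm.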
# TSHR antag – Antagonists of the Thyroid Stimulating Hormone Receptor: HTS campaign | Thyrotropin receptor (Homo sapiens), P16473 | TSHR-expressing cells, TSH-stimulated cAMP HTRF, 2 h; stronger effect = lower value | activity change, negative = inhibition, % at 11.5 µM | hit rate 0.2% among 330,000 | AID 504810, 2011;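 active means activity change below a set negative limit, meaning inhibition stronger than a set level, cut at about -70% in these data; inconclusive means activity change between two set negative limits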; further: on the % scale 0 is the no-effect control and ±100 the full control effect
# Target sequence (P16473 whole entry, looked up): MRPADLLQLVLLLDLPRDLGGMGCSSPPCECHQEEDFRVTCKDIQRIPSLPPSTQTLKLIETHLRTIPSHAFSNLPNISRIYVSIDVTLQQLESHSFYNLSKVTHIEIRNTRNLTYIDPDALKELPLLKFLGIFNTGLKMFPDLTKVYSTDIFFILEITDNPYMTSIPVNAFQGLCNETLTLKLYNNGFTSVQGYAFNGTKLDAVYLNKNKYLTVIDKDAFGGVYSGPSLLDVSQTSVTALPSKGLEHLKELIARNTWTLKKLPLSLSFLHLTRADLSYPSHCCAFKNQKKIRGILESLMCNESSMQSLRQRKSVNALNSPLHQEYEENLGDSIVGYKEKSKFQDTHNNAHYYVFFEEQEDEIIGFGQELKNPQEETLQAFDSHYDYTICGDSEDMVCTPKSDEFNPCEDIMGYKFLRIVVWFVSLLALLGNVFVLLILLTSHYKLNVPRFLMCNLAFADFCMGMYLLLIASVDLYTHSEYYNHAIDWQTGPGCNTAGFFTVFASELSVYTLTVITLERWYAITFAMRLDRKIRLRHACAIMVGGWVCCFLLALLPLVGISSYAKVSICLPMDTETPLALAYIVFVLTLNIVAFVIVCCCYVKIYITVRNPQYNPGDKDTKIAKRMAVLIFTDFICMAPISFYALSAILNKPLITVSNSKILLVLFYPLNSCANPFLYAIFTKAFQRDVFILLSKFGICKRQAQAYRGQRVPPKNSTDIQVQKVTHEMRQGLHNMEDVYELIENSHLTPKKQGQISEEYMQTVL
#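 Cell-based HTRF cAMP assay; TSHR cells + compound, TSH EC80 (4nM final), 2 h, 37 deg C. Lysis with anti-cAMP cryptate and cAMP-d2, 30 min RT, read 665/620 nm.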
# MLL CXXC-DNA inh – qHTS Fluorescence Polarization Assay for Inhibitors of MLL CXXC domain - DNA interaction | Histone-lysine N-methyltransferase 2A (Homo sapiens), Q03164 | MLL-CXXC / FITC-HOXA9 DNA fluorescence polarization | Potency, µM (top dose mostly 115 µM), inactives show at the highest dose activity change, negative = inhibition, most hits filed as inhibitors | hit rate 0.037% among 290,000; active means well fitted inhibition curve with a large enough effect in the polarisation, with a control signal flat, not every such curve was filed as active; inconclusive means small, poorly fitted or top-dose-only effect, or effect the other way, or a change in a side signal; inactive means no such curve, though single readings can be large or run the other way; the % refers to the polarisation; further: potency means the concentration at half of the fitted maximal effect
#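 Fluorescence polarization: 7 uM MLL-CXXC (stock) preincubated 5 min with compounds, then 50 nM fluorescein-HOX-A9 DNA (stock) added; 30 min ambient. Buffer 50 mM Tris-HCl pH 7.5, 50 mM NaCl, 1 mM DTT, 0.05% BSA.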
# Numbers without * were called inactive; ? = inconclusive; . = no result given; [ ] = dose if it differs, or a comment. Unless noted, the call rests on the fitted dose curve; in most records, active means well fitted curve in the direction sought with a large enough effect; inconclusive means small, poorly fitted or top-dose-only effect, or another doubt; inactive means no such curve, though single readings can be large; an effect the other way counts as inactive or inconclusive.
# Sample of the layout:
SMILES	TCR act	A-T KAP1 phos	hERG WT inh	Chronic BCR inh	Giardia killer	MLL CXXC-DNA inh	Tb PFK inh	FBPA coupling cs	GALK inhibitor	TSHR antag
O=C(COc1ccccc1Cl)N1CCN(c2ccccn2)CC1	4%	16%	-10	1%	-12	.	-1%	.	.	-1
Cc1ccn(CCSCC(=O)O)n1	-2%	8%	-4	-2%	25	0%	1%	4	3%	-5

# The whole of this part, from the first entry:
SMILES	TCR act	A-T KAP1 phos	hERG WT inh	Chronic BCR inh	Giardia killer	MLL CXXC-DNA inh	Tb PFK inh	FBPA coupling cs	GALK inhibitor	TSHR antag
O=C(COc1ccccc1Cl)N1CCN(c2ccccn2)CC1	4%	16%	-10	1%	-12	.	-1%	.	.	-1
Cc1ccn(CCSCC(=O)O)n1	-2%	8%	-4	-2%	25	0%	1%	4	3%	-5
C=CCSc1nc2c(c(=O)[nH]c(=O)n2C)n1C/C=C(/C)Cl	-45%	7%	-9	0%	0	4%	2%	1	-1%	-1
COC(=O)Cc1ccc(NC(=S)NC(C)(C)C)cc1	9%	3%	-3	0%	-4	2%	4%	0	0%	-5
CCOc1cccc(C2C(C(=O)c3ccc(C)o3)=C(O)C(=O)N2Cc2ccncc2)c1 (stereo not given)	-5%	-5%	-8	0%	-1	1%	9%	1	-1%	-8
Cc1ccc(C(=O)Nc2ccc(C(=O)N3CCCCC3)cc2)cc1	0%	-4%	.	6%	29	-5%	3%	1	1%	0
O=C(Nc1ccc(N2CCN(C(=O)c3ccccc3)CC2)c(Cl)c1)c1cccnc1	-6%	-3%	2	?	-8	3%	0%	1	-1%	-20
COc1ccc2c(c1)c(=O)oc1cc3oc(C)c(C)c3cc12	.	-3%	.	18%	.	18%	?	0	-2%	7
COC(=O)C(C)NS(=O)(=O)c1ccc(NC(C)=O)cc1 (stereo not given)	2%	1%	-3	0%	-5	11%	-2%	2	-1%	1
COc1ccc(/C=C/c2nnc(NC(=O)COc3ccc(C)cc3)s2)cc1	-1%[46.1 µM]	5%	-2	-10%	-7	14%	-2%	1	0%	-4
CN(C)c1nc(N)ncc1-c1ccc(Oc2ccccc2)cc1	0%	14%	32	4%	-6	-2%	0%	1	.	-4
CCc1ccc(NC(=O)Cn2nnc(C(=O)NCc3cccs3)c2N)cc1	4%	0%	-18	3%	17	-7%	1%	3	1%	16
COc1cc(OC)cc(-c2c(-c3cccs3)c3cc(-c4ccc(CN5CCOCC5)cc4)ccc3n2C)c1	5%	7%	-2	?	-21	.	1%	.	.	-2
Cc1ccc2[nH]c3c(c2c1)CN(C(=O)CN1c2ccc(F)cc2CCC1C)CC3 (stereo not given)	2%	4%	-18	9%	-7	4%	-5%	.	-4%	-14
CC(C)(C)OC(=O)NCCCC(CCCNC(=O)OC(C)(C)C)C(=O)O	0%	-5%	-6	-6%	6	1%	-6%	1	0%	-2
C=CCn1c(SCC(=O)N(CCC)C2CCS(=O)(=O)C2)nnc1-c1ccccc1OC (stereo not given)	-1%	1%	8	-3%	9	.	0%	.	.	-6
CC(=O)c1c(COC(=O)c2ccccc2)nc2ccccc2[n+]1[O-]	2%	.	-23	?	?	5%	-5%	3	2%	8
CCOC(=O)CSc1nnc(CNC(=O)c2ccc(S(=O)(=O)N(C)C)cc2)n1C	0%	-3%	.	3%	-8	6%	0%	0	9%	6
CCN(CC)c1ccc(/C=C2\SC(N)=NC2=O)cc1	10%	-8%	10	-1%	-6	25%	3%	1	0%	-3
O=C(c1cc(-c2cccs2)on1)N1CCN(c2ccccc2)CC1	-5%	2%	-5	?	5	-3%	4%	-3	1%	-21
Cc1cc(S(=O)(=O)NCC(C)C)ccc1OCC(=O)NCc1ccco1	-3%	-2%	-4	?	12	-13%	-6%	5	0%	9
CCCC(=O)Nc1ccc(NC(=O)c2ccccc2F)cn1	-74%	-3%	25	-1%	12	-22%	4%	0	0%	10
Cn1c(=O)[nH]c(=O)c2c1nc(Br)n2CCSc1nc2ccccc2o1	0%	8%	35	4%	2	-1%	9%	2	2%	-4
CCNS(=O)(=O)c1ccc(CCC(=O)NCc2ccccn2)cc1	-1%	?	3	-1%	12	6%	1%	-2	-7%	?
COc1ccc(C2NCCC3(O)CCCCC23)c(OC)c1OC (stereo not given)	-1%	-6%	-296*	-17%	-6	1%	-5%	2	-1%	-8
COc1ccc(Nc2cc(C)nc3ncnn23)c(OC)c1	-4%	-3%	0	?	-2	-6%	1%	0	2%	0
COc1ccc(CNC(=O)c2cc(S(=O)(=O)N3CCCC3)cn2C)cc1	-8%	0%	-10	-9%	-4	.	-4%	0	.	-13
C#CCOCCOCCOCCNc1nc(N2CCN(C(=O)CCCCCCCCCCNC(=O)[C@H](CCCCN)n3cc(CCO)nn3)CC2)nc(N2CCN(C(=O)CCCCCCCCCCNC(=O)[C@H](CCCCN)n3cc(C[C@@H](C)CC)nn3)CC2)n1	3%	0%	-1	?	5	.	-5%	.	.	-6
CCOC(=O)N1CCN(C(=O)C2CCN(S(=O)(=O)c3ccccc3)CC2)CC1	6%	5%	0	?	-9	4%	3%	2	0%	8
COCCN(CC(=O)Nc1cccc(C)c1C)C(=O)c1cc(S(=O)(=O)N2CCCC2)ccc1C	.	4%	-4	?	7	.	-4%	.	.	7

# Complete entries, looked up by structure:
# CC(=O)c1c(COC(=O)c2ccccc2)nc2ccccc2[n+]1[O-] is entered as TCR act = 2%; A-T KAP1 phos = .; hERG WT inh = -23; Chronic BCR inh = ?; Giardia killer = ?; MLL CXXC-DNA inh = 5%; Tb PFK inh = -5%; FBPA coupling cs = 3; GALK inhibitor = 2%; TSHR antag = 8
# Cc1ccc2[nH]c3c(c2c1)CN(C(=O)CN1c2ccc(F)cc2CCC1C)CC3 (stereo not given) is entered as TCR act = 2%; A-T KAP1 phos = 4%; hERG WT inh = -18; Chronic BCR inh = 9%; Giardia killer = -7; MLL CXXC-DNA inh = 4%; Tb PFK inh = -5%; FBPA coupling cs = .; GALK inhibitor = -4%; TSHR antag = -14

# Following part
SMILES	TCR act	A-T KAP1 phos	hERG WT inh	Chronic BCR inh	Giardia killer	MLL CXXC-DNA inh	Tb PFK inh	FBPA coupling cs	GALK inhibitor	TSHR antag
CCOC(=O)C1CCN(C(=O)c2cc3cc(Cl)ccc3[nH]2)CC1	-1%	7.9µM*	4	?	12	10%	5%	1	.	0
COc1ccc(OC)c(S(=O)(=O)n2nnc3cc(Cl)ccc32)c1	5%	-2%	18	19%	-6	-11%	1%	-4	9%	47
COc1ccc(C)cc1S(=O)(=O)N(CC(=O)NCc1ccc(Cl)cc1)Cc1ccccc1	.	.	15	-4%	1	-7%	-9%	2	3%	-44
CC(C)=CC(=O)OCC(=O)NC1CCCc2ccccc21 (stereo not given)	4%	6%	5	0%	1	1%	-4%	-1	3%	7
CCN(C(=O)c1cc2c(=O)[nH]c3ccc(C)cc3c2s1)c1ccccc1C	0%	-6%	0	3%	19	-3%	-2%	0	0%	-6
CCn1c(-c2ccc(OC)c(OC)c2)n[nH]c1=S	-2%	-1%	0	-5%	0	10%	18%	0	-1%	-3
COCCNc1nc2nonc2nc1N1CCC(N(C)C)C1 (stereo not given)	-1%	-3%[11.5 µM]	-10	0%	-5	-7%	1%	0	2%	1
CCOc1ccccc1CN1CCC(N2CCOCC2)CC1	0%	5%	-4	0%	-4	-1%	5%	0	-2%	-3
Cc1oc(-c2cccc(Cl)c2)nc1CS(=O)(=O)CC(=O)NCCN1CCOCC1	1%	-9%	1	8%	-1	.	-2%	1	.	19
Cc1nn(-c2ccccn2)c2c1C(c1ccccc1Cl)C1=C(N2)c2ccccc2C1=O (stereo not given)	-7%[46.1 µM]	-8%	14	-2%	5	-3%	-1%	1	1%	-4
C/C(=N\OCc1cccc(C(=O)O)c1)c1ccc(Cl)cc1	8%	-1%	7	?	-30	-6%	4%	14	0%	-4

# Source: PubChem (National Center for Advancing Translational Sciences (NCATS))
